Compound activity deposited in PubChem BioAssay by NCI.
All columns: NCI-60 one-dose screen, growth in % after 48 h at 10 µM unless noted; 100 = growth as untreated, 0 = no growth, -100 = all killed.
NCI-H322M = NCI-H322M lung cancer. 80,000 compounds, 2.7% hits
NCI-H226 = NCI-H226 lung cancer; 79,000 compounds, 3.5% hits; AID 1794732
NCI/ADR-RES = NCI/ADR-RES ovarian cells; 81,000 compounds, 4.4% hits
NCI-H522 = NCI-H522 lung cancer; 78,000 compounds, 8% hits
NCI-H460 = NCI-H460 lung cancer | 82,000 compounds, 6.8% hits | AID 1794736
HCT-15 = HCT-15 colon cancer; 82,000 compounds, 5.2% hits
HCT-116 = HCT-116 colon cancer | 82,000 compounds, 7.3% hits
COLO 205 = COLO 205 colon cancer; 79,000 compounds, 7.3% hits; AID 1794742
HT29 = HT29 colon cancer; 81,000 compounds, 7.4% hits; AID 1794748
* = called active by the depositor; nt = no result given; & = joins results of further samples. Rule for the calls: active = growth percent below 10; inactive = the rest.

SMILES | NCI-H322M | NCI-H226 | NCI/ADR-RES | NCI-H522 | NCI-H460 | HCT-15 | HCT-116 | COLO 205 | HT29
CC[C@H](C(=O)N1CCNC2=C(C(=O)N(C)C2(C)C)C1c1ccc(Cl)c(Cl)c1)c1ccccc1 (stereo partly drawn) | 96 | 94 | 93 | 83 | 91 | 79 | 83 | 96 | 97
CCCCCN(Cc1ccccc1)CC(O)c1ccc(Cl)cc1 (stereo not drawn) | 86 | 103 | 99 | 88 | 94 | 96 | 57 | 65 | 57
c1coc(-c2c3ccc(=[N+]4CCCCC4)cc-3oc3cc(N4CCCCC4)ccc23)c1 | -85* | -86* | -60* | -86* | -72* | -81* | -95* | -70* | -81*
N#C/C(=C\c1ccc(Cl)cc1Cl)C(=O)Nc1cc(-c2ccccc2)nn1-c1ccccc1 | 91 | 92 | 94 | 87 | 101 | 91 | 87 | 118 | 122
O=[N+]([O-])c1ccc(/C=C\c2ccncc2)cc1 | 108 | 114 | 107 | 93 | 106 | 94 | 94 | 138 | 87
O=C1C=CC(=O)N1c1ccc(Cl)cc1 | 114&128 | 98&108 | 102&108 | 85&65 | 111&122 | 104&122 | 111&99 | 66&120 | 104&94
O=C(Nc1ccc(OS(=O)(=O)c2ccc(F)cc2)cc1)C1CCCCC1 | nt | 82 | 91 | 83 | 99 | 73 | 82 | 101 | 35
O=C1c2ccc3c4c(ccc(c24)C(=O)N1CCCCO)C(=O)N(CCCCO)C3=O | 91 | nt | 82 | -13* | 90 | 48 | 28 | 5.8* | 11
Clc1ccc(C2=Nn3c(N/N=C/c4c[nH]c5ccccc45)nnc3SC2)cc1 | 93 | 67 | 95 | 79 | 95 | 94 | 94 | 97 | 102
O=C(O)CC/C(=N\NC(=O)c1ccncc1)c1ccc(Cl)cc1 | 115 | 101 | 112 | 99 | 112 | 109 | 106 | 120 | 111
OCCCNc1nc(O)c(/C=C2\C=Nc3ccccc32)s1 | 98 | 100 | 104 | 83 | 114 | 107 | 93 | 105 | 98
O=C1OC(=O)C2C3C=CC(C3)C12 (stereo not drawn) | 109&126&103 | 102&91&92 | 108&96&111 | 105&92&124 | 109&105 | 106&111&97 | 106&103&103 | 112&141&106 | 108&117&118
CC(C)(C)C(=O)OCc1ccccc1 | 89 | 99 | 107 | 96 | 111 | 110 | 89 | 98 | 98
Cc1ccc(C2=Nn3c(nnc3-c3cc(Cl)cc(Cl)c3Cl)SC2)cc1C(N)=O | 95 | 96 | 93 | 79 | 97 | 111 | 81 | 120 | 115
CC(C)(C)c1ccc(S(=O)(=O)N[C@H]2CC[C@H]3[C@@H]4CCc5cc(OS(=O)(=O)O)ccc5[C@H]4CC[C@]23C)cc1 | 61 | 52 | 47 | nt | 26 | 35 | 27 | 14 | nt
CCOC1(OCC)OC(c2ccccc2)=C(C#N)C(/C=C\c2ccccc2)C1(OCC)OCC (stereo not drawn) | 84 | 81 | nt | 82 | 82 | 82 | 54 | 89 | 70
O=C(O)/C=C/c1ccc(Cl)cc1Cl | 97 | 100 | 101 | 94 | 105 | 102 | 104 | 112 | 99
Cc1ccc2c(c1)C(C)Cc1c(Cl)ncnc1N2C (stereo not drawn) | 32 | -7.1* | 11 | 69 | 31 | 8.9* | 13 | -56* | -8.8*
CC1(C)[C@@H]2C[C@@]34CCCN3C(=O)[C@]2(C[C@@]12Nc1ccccc1C2=O)NC4=O | 92 | 86 | 103 | 92 | 78 | 81 | 82 | 81 | 89
O=C1[C@H]2Cc3c([nH]c4ccccc34)[C@@H](c3ccc(Cl)cc3)N2C(=O)CN1C1CCN(Cc2ccccc2)CC1 | 57 | 49 | 51 | 81 | 30 | 24 | 33 | 51 | 27
O=[N+]([O-])c1ccc2c(c1)C(=Nc1ccc(N=C3c4cc([N+](=O)[O-])ccc4-c4ccc([N+](=O)[O-])cc43)cc1)c1cc([N+](=O)[O-])ccc1-2 | 97 | 92 | 100 | 98 | 103 | 96 | 95 | 103 | 102
O=[N+]([O-])c1ccc2c(N=Nc3ccc4ccccc4c3O)c(O)cc(S(=O)(=O)O)c2c1 | 65 | 103 | 86 | 105 | 102 | 85 | 93 | 104 | 104
COc1ccc(S(=O)(=O)NNC(=O)CSc2nc3ccccc3c(=O)n2CCc2ccccn2)cc1OC | 108 | 102 | 110 | 96 | 111 | 104 | 106 | 105 | 105
O=C1C(c2cccc3ccccc23)=C(c2c[nH]c3ncccc23)C(=O)N1O | 93 | 98 | 101 | 76 | 99 | 110 | 100 | 108 | 103
O=C1CCC(N2C(=O)c3cccc(NCCCCCCOc4ccc(Nc5nccc(Nc6ccccc6)n5)cc4)c3C2=O)C(=O)N1 (stereo not drawn) | 92 | nt | 79 | 77 | 84 | 87 | 78 | nt | 88
COc1ccccc1NC(=O)c1cccc(-c2cc(=O)c3c(O)c(OC)c(OC)cc3o2)c1 | 98 | 76 | 80 | 73 | 104 | 87 | 86 | 107 | 89
CC(=O)/C=C/C1=C(C)CCC(=O)C1(C)C | 107 | 107 | 110 | 81 | 113 | 102 | 93 | 116 | 89
C=C(C)[C@@H]1CC[C@]2(COS(C)(=O)=O)CC[C@]3(C)[C@H](CC[C@@H]4[C@@]5(C)CCCNC(C)(C)[C@@H]5CC[C@]43C)[C@@H]12 | 95 | 87 | 92 | 85 | 14 | 4.0* | 16 | 0.7* | 20
CC(C)CSc1nc(N)nc2nc[nH]c12 | 82 | 100 | 100 | 81 | 93 | 97 | 98 | 97 | 103
Nc1[nH]c(=S)ncc1Oc1ccc(Cl)cc1Cl | 108 | 107 | 101 | 107 | 95 | 105 | 107 | 110 | 112
O=c1c2c(=NCCCN3CCCC3)cc3c(=O)n(CCCN4CCCC4)c(=O)c4c(NCCCN5CCCC5)cc(c(O)n1CCCN1CCCC1)c2c4-3 | -29* | -26* | 51 | nt | -32* | 13 | 2.7* | -68* | -7.8*
COc1cc(/C=C/c2cc(/C=C/c3ccc(O)c(OC)c3)n(-c3cccc(Cl)c3)c(=S)n2)ccc1O | 92 | 99 | 96 | 38 | 90 | 94 | 62 | 107 | 47
CC(=O)N(C)c1ccc(O)cc1 | 120 | 105 | 109 | 112 | 107 | 104 | 98 | 112 | 118
O=[N+]([O-])c1ccc(Nc2ccc(N=Cc3ccccc3O)cc2)c2nonc12 | 103 | 124 | 99 | 95 | 114 | 111 | 92 | 105 | 98
OCc1ncc(-c2ccc(C(F)(F)F)cc2)c(NC2CCCCCC2)n1 | 111 | 88 | 107 | 88 | 106 | 92 | 100 | 109 | 102
COc1ccc(C2NCCc3c2[nH]c2ccccc32)cc1CN1CCN(c2ccc(F)cc2)CC1 (stereo not drawn) | 79 | nt | 55 | 41 | 5.7* | 8.3* | 42 | 48 | -3.3*
COc1ccc2c(c1)O/C(=C\c1ccccc1O)C2=O | 98 | 123 | 96 | 80 | 103 | 100 | 93 | 116 | 105
COc1ccc(C(=O)/C(=C/c2ccc(Cl)cc2)S(=O)(=O)c2ccc(C)cc2)cc1 | 91 | 103 | 100 | 89 | 103 | 94 | 101 | 108 | 112
C/C(=N/Nc1c2ccccc2nc2ccccc12)c1ccccc1 | 108 | 85 | 106 | 91 | 102 | 99 | 97 | 109 | 97
COC(=O)c1cc2cc(-c3ccc(OC)cc3)cnc2[nH]1 | 50 | 45 | -36* | -52* | 6.5* | 11 | 14 | 0.3* | nt
COc1cccc(-c2nc3occn3c2-c2ccnc(S(C)(=O)=O)n2)c1 | 98 | 103 | 105 | 89 | 101 | 90 | 106 | 103 | 97
COc1ccc(S(=O)(=O)NCCCNc2nccc(-c3[nH]c(-c4ccccc4)nc3-c3ccc(Cl)c(OC)c3)n2)cc1 | 83 | 47 | 48 | 57 | 54 | 45 | 40 | 33 | 37
CC(C)=C/C(C)=N\NS(=O)(=O)c1ccc([N+](=O)[O-])cc1 | 96 | 98 | 103 | 104 | 103 | 109 | 84 | 119 | 101
Nc1cc(-c2ccc(Cl)cc2)nn1-c1nc(-c2ccc(F)cc2)cs1 | 86 | nt | 104 | 77 | 106 | 105 | 99 | 111 | 79
c1cc(OCCN2CCCC2)ccc1CNc1ccc2nc(CCC3CCCCC3)[nH]c2c1 | 78 | 51 | 85 | 63 | 53 | 4.0* | 15 | -74* | 7.2*
COC(=O)[C@H](C)NC(=O)c1ccc(NC(=O)c2[nH]c(C)c(Cl)c2Cl)c(OCCN)c1 | 101 | 112 | 107 | 107 | 105 | 100 | 106 | 104 | 109
O=c1c(-c2nc3ccccc3[nH]2)cc2ccccc2n1Cc1cn(Cc2ccc([N+](=O)[O-])cc2)nn1 | 86 | nt | 67 | 76 | 56 | 66 | 64 | 105 | 89
CC(=O)OC[C@H]1OC(Sc2sc(C(=O)c3ccc(Br)cc3)c(N)c2-c2nc3ccccc3s2)[C@H](OC(C)=O)[C@@H](OC(C)=O)[C@@H]1OC(C)=O (stereo partly drawn) | 84 | 28 | 58 | 64 | 44 | 60 | 19 | 85 | 63

Quoted from the listing (four entries):
SMILES | NCI-H322M | NCI-H226 | NCI/ADR-RES | NCI-H522 | NCI-H460 | HCT-15 | HCT-116 | COLO 205 | HT29
COc1ccc2c(c1)O/C(=C\c1ccccc1O)C2=O | 98 | 123 | 96 | 80 | 103 | 100 | 93 | 116 | 105
COc1ccc(C(=O)/C(=C/c2ccc(Cl)cc2)S(=O)(=O)c2ccc(C)cc2)cc1 | 91 | 103 | 100 | 89 | 103 | 94 | 101 | 108 | 112
C/C(=N/Nc1c2ccccc2nc2ccccc12)c1ccccc1 | 108 | 85 | 106 | 91 | 102 | 99 | 97 | 109 | 97
COC(=O)c1cc2cc(-c3ccc(OC)cc3)cnc2[nH]1 | 50 | 45 | -36* | -52* | 6.5* | 11 | 14 | 0.3* | nt

Carrying on:
SMILES | NCI-H322M | NCI-H226 | NCI/ADR-RES | NCI-H522 | NCI-H460 | HCT-15 | HCT-116 | COLO 205 | HT29
COC(=O)C(Cc1cccc(-c2ccco2)c1)NC(=O)OCc1ccccc1 (stereo not drawn) | 98 | 85 | 99 | 74 | 107 | 100 | 106 | 102 | 96
CN(CCCCN(C[C@H]1Cc2ncccc2CN1)[C@H]1CCCc2cccnc21)C1CCC(F)(F)CC1 | 96 | 78 | 86 | 90 | 100 | 70 | 71 | 88 | 82
CC(C)(Sc1cc(C(C)(C)C)c(O)c(C(C)(C)C)c1)Sc1cc(C(C)(C)C)c(OC(=O)CCC(=O)O)c(C(C)(C)C)c1 | 56 | 67 | 62 | 37 | 29 | 22 | 28 | 55 | 24
CCOC(CC(OCC)OCC)OC (stereo not drawn) | 116 | 104 | 113 | 102 | 108 | 94 | 106 | 110 | 108
Oc1ccccc1C=NCCN1CCN(CCN=Cc2ccccc2O)C1c1ccccc1O (stereo not drawn) | 105 | 109 | 103 | nt | 103 | 102 | 98 | 102 | 116
COc1ccc2nc(NC(=O)/C(=C/c3ccc4c(c3)OCO4)c3ccc(OC)c(OC)c3)sc2c1 | 76 | 91 | nt | 100 | 109 | 108 | nt | 113 | 99
COc1cccc(C(O)C2=CC(=O)c3ccccc3C2=O)c1O (stereo not drawn) | 106 | 101 | 101 | 97 | 102 | 102 | 97 | 96 | 98
COc1ccc(C2(C=O)NC(=O)NC2=O)cc1 (stereo not drawn) | 105 | 107 | 108 | 82 | 105 | 106 | 95 | 112 | 99
CCCOC(=O)c1ccco1 | 104 | 102 | 105 | 65 | 111 | 105 | 98 | 114 | 84
COc1ccc(-c2c3c(nn2-c2ccccc2)CCc2cnoc2-3)cc1 | 104 | 88 | 89 | 90 | 35 | 34 | 38 | nt | 44
Cc1nnc(-n2c(O)cc(=O)n(-c3ccccc3)c2=S)nc1/C=C/c1ccc(N(C)C)cc1 | 50 | 61 | 45 | 19 | 62 | 29 | 56 | 40 | 24
COc1ccc(Oc2nc(Nc3ccc(F)cc3)ncc2NC(N)=O)cc1 | 81 | 89 | 100 | 79 | 100 | 103 | 86 | 103 | 94

Grouped by structure, the entries above with a cyano group
SMILES | NCI-H322M | NCI-H226 | NCI/ADR-RES | NCI-H522 | NCI-H460 | HCT-15 | HCT-116 | COLO 205 | HT29
N#C/C(=C\c1ccc(Cl)cc1Cl)C(=O)Nc1cc(-c2ccccc2)nn1-c1ccccc1 | 91 | 92 | 94 | 87 | 101 | 91 | 87 | 118 | 122
CCOC1(OCC)OC(c2ccccc2)=C(C#N)C(/C=C\c2ccccc2)C1(OCC)OCC (stereo not drawn) | 84 | 81 | nt | 82 | 82 | 82 | 54 | 89 | 70

Later entries
SMILES | NCI-H322M | NCI-H226 | NCI/ADR-RES | NCI-H522 | NCI-H460 | HCT-15 | HCT-116 | COLO 205 | HT29
Cn1c(=O)[nH]c(=O)c2nc(/C=C/c3cn(-c4ccccc4)nc3-c3ccccc3)c(=O)[nH]c21 | 99 | 81 | 103 | 90 | 102 | 100 | 103 | 113 | 109
CCC(C)(S)C(NC(C)=O)C(=O)O (stereo not drawn) | 99 | 109 | 103 | 65 | 109 | 103 | 99 | 113 | 100
S=C(c1ccccc1)N1CCN(c2ccccc2Cl)CC1 | 101 | 155 | 102 | 86 | 99 | 100 | 93 | 102 | 97
OCC1O[C@@H](O[C@@H]2O[C@H](CO)[C@H]3CCCC[C@@H]23)[C@@H](O)C(O)[C@@H]1O (stereo partly drawn) | 98 | 96 | 98 | 95 | 106 | 105 | 104 | 104 | 104
CSc1nc2c(c(=O)n1C)C1(C(=O)N(Cc3ccccc3)c3ccccc31)c1c(nc(SC)n(C)c1=O)N2 | 95 | 74 | 95 | 74 | 87 | 84 | 93 | 105 | 86
O=C(/C=C/c1cccs1)c1ccc(Cl)s1 | 114 | 93 | 104 | 80 | 112 | 87 | 78 | 124 | 86
